Lamin A splicing = modulators of lamin A splicing; Potency, µM (titrated, usually from 46.1 µM), inactives show top-dose ratio change, negative = inhibition, usual class: inhibitors; AID 1487; 200,000 compounds, 0.01% hits; HeLa LMNA splicing GFP/RFP minigene ratio, 48 h; active means well fitted inhibition curve with a large enough effect in the signal ratio, with a control signal flat, not every such curve was filed as active; inconclusive means small, poorly fitted or top-dose-only effect, or effect the other way, or a change in a side signal; the % refers to the signal ratio; further: on the % scale 0 is the no-effect control and ±100 the full control effect
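Read-out is the ratio of GFP to DsRed2 object intensity, acquired by 488 nm laser-scanning cytometry on HeLa lamin A-EGFP minigene reporter cells. Compound incubation 48 hrs at 37 °C in Opti-MEM with 2% FBS; DMSO 0.5% final.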
RECQ1 inh = blocks DNA unwinding by human RECQ1; RECQ1 DNA unwinding, red fluorescence kinetic read; Potency, µM (highest dose often 57.3 µM), without a hit: top-dose activity, negative = inhibition, hits mostly inhibitors; 240,000 compounds, 0.54% hits; AID 2549;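 further: plate controls were vehicle for no effect and no enzyme for full effect; nearly all actives have a fitted effect of over 30% in size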
Target sequence (P46063 whole entry, looked up): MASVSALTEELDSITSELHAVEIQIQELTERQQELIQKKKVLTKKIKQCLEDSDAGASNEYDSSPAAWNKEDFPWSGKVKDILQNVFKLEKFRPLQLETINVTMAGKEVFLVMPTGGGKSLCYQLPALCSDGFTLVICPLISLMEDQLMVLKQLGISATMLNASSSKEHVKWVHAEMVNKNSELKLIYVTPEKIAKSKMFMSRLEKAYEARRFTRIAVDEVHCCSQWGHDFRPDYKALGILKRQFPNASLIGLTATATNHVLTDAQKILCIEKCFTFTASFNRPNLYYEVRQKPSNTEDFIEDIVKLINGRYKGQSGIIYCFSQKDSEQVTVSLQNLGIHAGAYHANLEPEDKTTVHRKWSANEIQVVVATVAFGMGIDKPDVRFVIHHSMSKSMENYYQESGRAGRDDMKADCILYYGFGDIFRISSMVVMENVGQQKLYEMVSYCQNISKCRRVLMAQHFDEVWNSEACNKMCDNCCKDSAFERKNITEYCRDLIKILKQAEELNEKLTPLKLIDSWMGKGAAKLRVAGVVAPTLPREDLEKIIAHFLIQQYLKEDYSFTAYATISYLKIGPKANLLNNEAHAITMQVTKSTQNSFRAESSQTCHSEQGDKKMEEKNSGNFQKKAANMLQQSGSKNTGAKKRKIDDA
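50 nM RECQ1T1 preincubated 15 min with compound in Tris pH 8.0 buffer with MgCl2, DTT, Tween-20 and 2.5 ug/ml poly(dI-dC); started with 200 nM TAMRA/BHQ-2 forked duplex and 2 mM ATP. Unwinding read as fluorescence (525/598 nm), two reads 2 h apart.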
Luc counter = Kinase-Glo luciferase inhibition (counter-screen). Q27757. Potency, µM (doses to about 38.3 µM), for inactives: at the highest dose activity change, negative = inhibition, hits mostly inhibitors. 200,000 compounds, 0.28% hits. Kinase-Glo luciferase, ATP luminescence, 8 min; further: on the % scale 0 is the no-effect control and ±100 the full control effect; nearly all actives have a fitted effect of over 60% in size
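Compounds were added to a substrate mix at pH 7.2 (50 mM imidazole, 10 uM ATP, within the enzyme's linear range), followed by Kinase-Glo detection reagent; luminescence was measured after 8 minutes at ambient temperature.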
JMJD2E inh = blocks human JMJD2E demethylase activity; B2RXH2; JMJD2E catalytic domain, FDH-coupled NADH fluorescence (FDH is formaldehyde dehydrogenase); Potency, µM (doses to about 57.1 µM), for the others: top-dose activity change, negative = inhibition, usual class: inhibitors; 230,000 compounds, 1.6% hits; active means well fitted inhibition curve with a large enough effect, not every such curve was filed as active; inconclusive means small, poorly fitted or top-dose-only effect, or another doubt; inactive means no such curve, though single readings can be large or run the other way;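 further: 0% = wells with enzyme and -100% = buffer wells without enzyme; nearly all actives have a fitted effect of over 50% in size; many of its hits are not listed in these tables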
Target sequence (B2RXH2 1-337 limits assumed): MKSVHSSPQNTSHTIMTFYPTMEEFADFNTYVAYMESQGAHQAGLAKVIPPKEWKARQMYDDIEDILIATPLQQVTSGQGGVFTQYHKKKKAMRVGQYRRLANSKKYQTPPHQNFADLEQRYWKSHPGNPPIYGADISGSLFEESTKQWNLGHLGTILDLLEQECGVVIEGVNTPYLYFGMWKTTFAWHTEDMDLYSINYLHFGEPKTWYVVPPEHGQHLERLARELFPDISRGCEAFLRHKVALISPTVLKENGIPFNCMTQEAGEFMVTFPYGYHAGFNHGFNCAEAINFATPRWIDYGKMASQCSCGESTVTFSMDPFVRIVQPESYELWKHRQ
L3MBTL1 inh = inhibitors of human L3MBTL1; AlphaScreen L3MBTL1–H3K9me1 peptide binding; Potency, µM (series often up to 57.1 µM), inactives show at the highest dose activity, negative = inhibition, usual class: inhibitors; 230,000 compounds, 0.66% hits; further: on the % scale 0 is the no-effect control and ±100 the full control effect; nearly all actives have a fitted effect of over 60% in size
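L3MBTL1 50 nM + b-AHA-H3(1-15)K9me1 75 nM, 30 min RT; compound added, 30 min RT; streptavidin donor/Ni-chelate acceptor beads 10 ug/mL each final, 30 min RT dark; AlphaScreen read.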
Tau ThT inhib = tau fibrillization inhibition (ThT binding); 270,000 compounds, 2.1% hits; Potency, µM (series often up to 57.4 µM), for the others: at the top dose activity, negative = inhibition, actives largely listed as inhibitors; AID 1460; P10636; recombinant tau K18 P301L (four-repeat tau fragment), heparin-induced fibrillization, ThT fluorescence; further: on the % scale 0 is the no-effect control and ±100 the full control effect; nearly all actives have a fitted effect of over 55% in size
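K18 P301L tau (15 uM + 0.24 uM Alexa 594-tagged), heparin 20 uM, NaOAc pH 7, 6 h 37 C; ThT 30 uM, 1 h RT, ex 450/em 510 nm.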
SMN2 splice enh = SMN2 splice variant enhancement. 210,000 compounds, 2.8% hits. AID 1458. Potency, µM (doses to about 46.1 µM), without a hit: at the top dose activity change, positive = activation, usual class: activators. HEK293 SMN2-luciferase splicing reporter, luminescence, 30-36 h; further: % of control where 0% means no effect; nearly all actives have a fitted effect of over 55% in size
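HEK293 cells carry an SMN2 […]–luciferase reporter in which exon 7 inclusion puts luciferase in frame. Cells were plated 10-12 h before compound addition, then incubated 30-36 h at 37C. ONE-Glo luminescence was read; sodium butyrate at 4.5 mM final served as control.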
ALDH1A1 inh = inhibitors of human aldehyde dehydrogenase 1A1; P00352; Purified ALDH1A1, NADH fluorescence, propionaldehyde substrate; Potency, µM (top dose mostly 75.3 µM), without a hit: at the highest dose activity, negative = inhibition, most hits filed as inhibitors; 220,000 compounds, 7.3% hits; active means well fitted inhibition curve with a large enough effect, not every such curve was filed as active; inconclusive means small, poorly fitted or top-dose-only effect, or another doubt; inactive means no such curve, though single readings can be large or run the other way;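 further: plate controls were no enzyme wells and a reference inhibitor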
* marks the source's active call; other numbers are inactive results; i = inactive; u = inconclusive; x = not tested or not shown; [ ] = another dose, or the depositor's remark. Unless noted, the call rests on the fitted dose curve; in most records, active means well fitted curve in the direction sought with a large enough effect; inconclusive means small, poorly fitted or top-dose-only effect, or another doubt; inactive means no such curve, though single readings can be large; an effect the other way counts as inactive or inconclusive. Potency means the concentration at half of the fitted maximal effect. These rows are one share of the data (hit frequency here may not be typical).

SMILES	Lamin A splicing	RECQ1 inh	Luc counter	JMJD2E inh	L3MBTL1 inh	Tau ThT inhib	SMN2 splice enh	ALDH1A1 inh
Cc1ccc(/C=N/NC(=O)c2c(-c3ccccc3)noc2C)o1	15%	-1%	-1%	5%	-4%	-7%	-12%	-4%
Cc1nnc(SCc2nc3sc4c(c3c(=O)[nH]2)CCCC4)[nH]c1=O	x	7%	1%	-6%	-28%	19%	1%	u
CC(=O)c1c(C(C)=O)c(C)n(NC(=O)c2cccnc2)c1C	6%	-2%	13%	-14%	5%	-7%	10%	4%
Nc1nnc(SCC(=O)NC2CCCCC2)n1-c1ccccc1	0%	7%	0%	14%	-9%	6%	u	7%
CC1CCCC(NC(=O)COC(=O)c2sc3ccccc3c2Cl)C1C (stereo not given)	-7%	-10%	1%	4%	10%	-6%	-1%	4%
S=c1[nH]nc(C2CCCCC2)n1/N=C/c1ccc(Br)s1	u	i	-3%	-23%	-2%	-3%	-10%	-8%
COCC(=O)N1CCC2(CCCN(c3ccccc3)C2)CC1	x	-10%	0%	x	x	x	-3%	-8%
Cc1ccc(-c2nc(COC(=O)c3c(C)noc3C)cs2)cc1	u	-1%	-5%	1%	22%	u	-40%[inhibitor]	2%
CCCn1c(SCC(=O)Nc2cccc(S(=O)(=O)N3CCCC3)c2)n[nH]c1=O	5%[46 µM]	-5%	1%	-2%	-3%	2%	1%	u
CCCCCC1CC(CC(=O)Nc2nncs2)C(=O)O1 (stereo not given)	-2%	-8%	0%	7%	3%	-2%	-7%	5%
Cc1ccc(C2=NNC(=O)C(c3c[nH]c4ccccc34)C2)cc1 (stereo not given)	x	-8%	1%	6%	15%	u	-5%	0%
COc1ccc(N2C(=O)CC(S/C(N)=N/N=C/c3ccnc4ccccc34)C2=O)cc1 (stereo not given)	-19%	-16%	0%	7%	-7%	-10%	12%	-1%
O=C(O)C(Cc1c[nH]c2ccccc12)N1CCS(=O)(=O)CC1 (stereo not given)	x	i	-1%	-12%	x	-8%	17%	-7%
O=C(NCc1ccco1)C1(c2ccc(Br)cc2)CCCC1	9%	-3%	16%	-4%	x	-6%	-5%	0.18µM*
CCOc1ccc(-n2c(C)cc(/C=C3/C(=N)N4C(=NC3=O)SN=C4S(C)(=O)=O)c2C)cc1	x	-5%	1%	u	x	u	-6%	18µM*
Cc1ccc(S(=O)(=O)NCCSc2ncccn2)cc1	x	i	-3%	7%	-2%	4%	x	14%
Cc1ccc(S(=O)(=O)Nc2ccnc3ccccc23)cc1	4%	-12%	1%	-3%	x	-11%	-35%[inhibitor]	7%
O=C(CCC1CCCN(Cc2ccc3c(c2)CCO3)C1)NCc1ccc(F)c(F)c1 (stereo not given)	4%[46 µM]	20%	-4%	3%	-1%	-7%	x	11%
CCOC(=O)c1c(C)[nH]c(C(=O)COC(=O)c2[nH]c(C)c(C(C)=O)c2C)c1C	2%	0%	-3%	-1%	x	-10%	-5%	0%
Cc1ccccc1NC(=O)Cn1nnc2ccccc21	x	i	4%	4%	6%	4%	2%	0%
COc1ccc(/C=N/NC(=O)c2cc(OC)c(OC)c(OC)c2)cc1CN1CCc2cc(OC)c(OC)cc2C1C (stereo not given)	x	8%	x	-11%	x	-19%	x	-7%
CCCCN(CC)CCNC(=O)Cn1cnc2sc(C)c(S(=O)(=O)N3CCOCC3)c2c1=O	-5%	-4%	0%	0%	1%	5%	-9%	-8%
COC(=O)COc1ccc(C2NC(=O)NC(C)=C2C(=O)NCc2ccccc2)cc1OC (stereo not given)	-2%[46 µM]	i	-3%	2%	0%	-1%	13%	20%
CN1CCN(C(=O)c2ccc(-n3cccn3)nc2)CC1	4%[46 µM]	-9%	-2%	u	-13%	0%	2%	3%
Cc1nccc2[nH]c(=O)c(C(=O)NC(C)CCc3ccccc3)cc12 (stereo not given)	x	-3%	x	0%	x	4%	x	-2%
Cc1cccc(OCC(=O)Nc2cc(S(=O)(=O)N3CCCCC3)ccc2N2CCN(C)CC2)c1	-2%[46 µM]	1%	-1%	-10%	-28%	-6%	-72%[inhibitor]	11µM*
COC(=O)c1sc2ccccc2c1-n1cccc1C(=O)C(=O)Nc1ccc(C)cc1	-5%	i	-1%	-15%	-17%	-2%	-11%	u
Cc1ccc(/C=C/C(=O)Nc2sc(C)c(C)c2C(=O)OC(C)C)o1	u	-5%	-2%	0%	30%[activator]	6%	-6%[1.84 µM]	13%
COc1ccc(C(=O)N(Cc2nc(-c3ccc(C)cc3)no2)C(C)C)cc1OC	0%	-7%	15%	0%	x	-13%	-13%	5%
O=C(Nc1ccc(N2CCOCC2)cc1)c1cccc(S(=O)(=O)N2CCCCCC2)c1	-27%[46 µM]	-4%	1%	u	19%	-10%	-45%[inhibitor]	3%
O=S(=O)(Nc1ccc(N=Nc2ccccc2)cc1)c1ccccc1	-4%	-5%	5%	8%	-25%	16µM*	5%	9%
O=C1CC(C(=O)Nc2ccc(Cl)cc2)n2ncnc2N1 (stereo not given)	11%[46 µM]	i	2%	1%	-7%	-8%	10%	-9%
O=C(c1ccc(OC2CCN(Cc3ccccn3)CC2)cc1)N1CCCCCC1	4%[46 µM]	-5%	-3%	0%	-10%	-2%	x	u
COC(=O)c1ccc(CSc2ccc3nnc(-c4ccccc4)n3n2)o1	u	8%	2%	u	7%	-13%	24%	u
Cc1ccc2c(C(=O)N3CCN(c4ccccc4)CC3)cc(-c3cccnc3)nc2c1C	x	20%	0%	12%	-13%	-3%	10%	u
Oc1ccccc1-c1nc(NCCN2CCOCC2)c2ccccc2n1	u	-6%	-2%	6%	-4%	-12%	-12%	-5%
Cc1cc(C)n2cc(CSc3ncn[nH]3)nc2n1	-4%[46 µM]	i	5%	u	8%	5%	16%	u
NC(=O)COc1ccc2oc(-c3ccccc3)cc(=O)c2c1	x	-7%	-1%	u	x	u	-18%	u
COC(=O)/C(=N/Nc1ccccc1OC)N1CCCc2ccccc21	x	-1%	x	-8%	-26%	-14%	x	x
COc1ccc(Oc2nccc(OC)c2C#N)cc1	1%	-7%	2%	-8%	7%	-13%	13%	-12%
CCOc1cc(/C=C2\SC(=Nc3ccccc3)N(c3ccccc3)C2=O)ccc1OCC(=O)O	u	-2%	4%	-3%	-13%	u	8%	u
Cn1c(SCCS(=O)(=O)c2ccc(Cl)cc2)nnc1-c1ccccc1	8%	-8%	-3%	5%	1%	5%	-19%	u
CC(C)(C)NC(=O)c1cccc(NC(=O)CSc2ccc(Cl)cc2)c1	u	-2%	-1%	2%	2%	-5%	-18%	7%
CCOC(=O)c1ccc(NC(=O)CC2S/C(=N/N=C/c3c[nH]c4ccccc34)NC2=O)cc1 (stereo not given)	0%	i	-5%	u	-6%	u	u	-4%
Cc1ccc(S(=O)(=O)c2c(N)n(NC(=O)c3ccccc3C)c3nc4ccccc4nc23)cc1	0%	-1%	-1%	u	x	11%	-3%	u
CCCCOc1ccc(-c2nnn(CC(=O)Nc3ncc(CC(=O)OCC)s3)n2)cc1	u	-16%	0%	1%	8%[11.4 µM]	-13%	-22%	9%
Cc1cc(C(=O)NNC(=O)c2cccc(Cl)c2)no1	x	-3%	x	4%	-1%	-11%	x	11%
CCCCNC(=O)COC(=O)c1cc(S(=O)(=O)N2CCCCCC2)ccc1OC	11%	-8%	-1%	3%	x	-8%	-6%	-12%
Oc1ccccc1/C=N/Nc1ccnc(SCc2ccccc2)n1	-7%	8%	-3%	1%	-4%	2%	2%	-2%
FC(F)(F)c1nnc2c(Sc3ccccn3)nc3ccccc3n12	u	-16%	-5%	u	-4%	u	23%	u
CCN(CCNC(=O)C1CCCN(S(=O)(=O)c2cnc[nH]2)C1)c1ccccc1 (stereo not given)	4%	-6%	-3%	-6%	x	-8%	u	-12%
S=C(NCCCN1CCOCC1)NC1CCCC1	-4%[46 µM]	i	-1%	2%	6%	-1%	6%	7%
O=C(O)c1c2c(nc3ccc(S(=O)(=O)N4CCC(C(=O)NC5CCCC5)CC4)cc13)CCCCC2	-13%	12%	2%	-5%	-14%	1%	-28%	u
Cc1ccc(-n2cc(CNCCc3ncc(C)[nH]3)c(-c3ccc(F)cc3)n2)cc1	x	i	-7%	-4%	-22%	u	-26%	-3%
O=c1oc2c(CN3CCOCC3)c(O)ccc2c2ccccc12	13%	-9%	-2%	-2%	10%	-4%	3%	13%
CCOC(=O)C1CCN(Cc2ccc(N(C)C)cc2)CC1	-3%	i	3%	u	x	0%	-27%	-11%
Cc1ccc(OC(=O)c2ccc(C)c(C)c2)cn1	-3%	-8%	2%	-3%	9%	-9%	-11%	-5%
O=C(O)CCCCCNc1nc2ncn(Cc3ccccc3)c2c(=O)[nH]1	11%	-6%	-2%	7%	x	9%	u	u
C/C(CCc1ccc2c(c1)OCO2)=N\N=C1\NC(=O)CC(C(=O)Nc2ccccc2F)S1 (stereo not given)	x	-13%	-1%	8%	x	-10%	-22%	0%
COc1ccc(CCN2CC3=C(C2=O)C(c2ccccc2)NC(=O)N3C)cc1OC (stereo not given)	8%	i	-6%	4%	x	-10%	18%	u
